Compound activity: PubChem, National Center for Advancing Translational Sciences (NCATS)
Lipid storage S3: qHTS Assay for Lipid Storage Modulators in Drosophila S3 Cells; 320,000 compounds, 0.64% hits; Drosophila S3 cells, BODIPY lipid droplet fluorescence, 18-24 h; cells fed with added oleic acid; AID 2685; Potency in µM for hits, for the others lipid storage change, negative = inhibition, % at the top dose, mostly 46.1 µM; active = well fitted inhibition curve with a large enough effect in the signal ratio, with a control signal flat, not every such curve was filed as active; inconclusive = small, poorly fitted or top-dose-only effect, or effect the other way, or a change in a side signal; the % refers to the signal ratio
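Drosophila S3 cells loaded with oleic acid (400 uM, as added) and compounds at several concentrations; lipid droplets imaged by 488-nm laser-scanning cytometry, 500–530 nm intensity and object ratio to cell channel. Percent activity normalized to 20 uM Triacsin C.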
Lipid storage S3 cell count max: recorded beside Lipid storage S3, whose call it bears; cell number change, %; measured here: cell count max response;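 cells counted by Cell Tracker Red CMTPX staining in the red channel; peak over a dose series mostly up to 46.1 µM; percent activity relative to internal control wells on each plate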
The depositor's hits bear a star; i = inactive; ? = inconclusive; . = not tested or not shown; [ ] = remark or other dose. % is scaled to controls: 0 for no effect and ±100 for the full control effect; potency is read from the fitted curve at half-maximal effect. Some of the compounds tested; count on the stated rates, not on these rows.

SMILES	Lipid storage S3	Lipid storage S3 cell count max
CN(C)S(=O)(=O)c1cccc(NC(=O)CN2C(=O)NC(Cc3c[nH]c4ccccc34)C2=O)c1 (stereo not given)	8%	-2
CCOC(=O)c1cc(CC)sc1NC(=O)COC(=O)c1cnccn1	?	.
Nc1nc(SCC(=O)C23CC4CC(CC(C4)C2)C3)n[nH]1	21%	1
CC(C)(C)OC(=O)NCCCCCc1nnc(SCc2cccc(F)c2)o1	-3%	-10
Cc1ccc(-n2nnnc2SCC(=O)N2CCc3ccccc3C2)c(C)c1	?	.
COc1cccc(C2NC(=O)c3sc(=S)n(-c4ccccc4)c3N2)c1 (stereo not given)	?	.
Cc1nn(C)c(C)c1NC(=S)Nc1ccc(S(=O)(=O)Nc2ncccn2)cc1	4%	1
O=C(CN1CCCC1=O)NC1(C(F)(F)F)NC(=O)N(Cc2ccccc2)C1=O (stereo not given)	i	.
O=C(c1ccco1)N1CCN(Cc2cc(=O)c(OCc3c(F)cccc3Cl)co2)CC1	?	.
CCN(CC(=O)NCc1ccc(Cl)cc1)C(=O)c1cc(OC)cc(OC)c1	i	9
O=C1CCCN1c1ncc(S(=O)(=O)c2ccc([N+](=O)[O-])cc2)s1	?	.
C=CCc1cc(Cl)ccc1OC(=O)Nc1cccc(Cl)c1	-4%	-18
CC(Oc1ccc2ccc(=O)oc2c1)C(=O)NCC1CCC(C(=O)O)CC1 (stereo not given)	?	.
Cc1c(Cl)cccc1N=C(N)N=C(N)N	9%	3
CCN1CCN(C(c2cc(OC)c(OC)c(OC)c2)c2nnnn2C(C)C)CC1 (stereo not given)	i	4
COC1(OC)N=C(N)C2(C#N)C(c3ccc(C)cc3)C12C#N (stereo not given)	0%	12
CCOc1ccc(NC(=O)c2ccc(N3CC4CC(C3)c3cccc(=O)n3C4)c(N)c2)cc1 (stereo not given)	?	.
Cc1cc(C)c2nc3s/c(=C/c4ccccc4)c(=O)n3c2c1	19%	11
COc1ccc2[nH]cc(C(=O)CN3CCN(C/C=C/c4ccccc4)CC3)c2c1	?	.
CCC(C(=O)Nc1ccc2c(c1)OCCO2)n1c(=O)[nH]c2ccccc2c1=O (stereo not given)	i	-12
Cc1c(C(=O)O)sc2nc(/C=C/c3cccc(F)c3)[nH]c(=O)c12	?	.
O=C(NCCCN1CCCCC1)c1ccc2c(c1)NC(=O)C(N1CCCCC1)S2 (stereo not given)	?	.
Nc1c(C=C2C=CC(=O)C=C2)c(=O)nc2sc(CC(=O)N3CCOCC3)nn12	?	.
CC(C)N(CC(O)COc1ccc(CC(N)=O)cc1)CC(O)COc1ccc(CC(N)=O)cc1 (stereo not given)	1%	15

15 of these compounds in a different format:
| Compound | Lipid storage S3 | Lipid storage S3 cell count max |
| --- | --- | --- |
| Cc1nn(C)c(C)c1NC(=S)Nc1ccc(S(=O)(=O)Nc2ncccn2)cc1 | 4% | 1 |
| O=C(CN1CCCC1=O)NC1(C(F)(F)F)NC(=O)N(Cc2ccccc2)C1=O (stereo not given) | i | . |
| O=C(c1ccco1)N1CCN(Cc2cc(=O)c(OCc3c(F)cccc3Cl)co2)CC1 | ? | . |
| CCN(CC(=O)NCc1ccc(Cl)cc1)C(=O)c1cc(OC)cc(OC)c1 | i | 9 |
| O=C1CCCN1c1ncc(S(=O)(=O)c2ccc([N+](=O)[O-])cc2)s1 | ? | . |
| C=CCc1cc(Cl)ccc1OC(=O)Nc1cccc(Cl)c1 | -4% | -18 |
| CC(Oc1ccc2ccc(=O)oc2c1)C(=O)NCC1CCC(C(=O)O)CC1 (stereo not given) | ? | . |
| Cc1c(Cl)cccc1N=C(N)N=C(N)N | 9% | 3 |
| CCN1CCN(C(c2cc(OC)c(OC)c(OC)c2)c2nnnn2C(C)C)CC1 (stereo not given) | i | 4 |
| COC1(OC)N=C(N)C2(C#N)C(c3ccc(C)cc3)C12C#N (stereo not given) | 0% | 12 |
| CCOc1ccc(NC(=O)c2ccc(N3CC4CC(C3)c3cccc(=O)n3C4)c(N)c2)cc1 (stereo not given) | ? | . |
| Cc1cc(C)c2nc3s/c(=C/c4ccccc4)c(=O)n3c2c1 | 19% | 11 |
| COc1ccc2[nH]cc(C(=O)CN3CCN(C/C=C/c4ccccc4)CC3)c2c1 | ? | . |
| CCC(C(=O)Nc1ccc2c(c1)OCCO2)n1c(=O)[nH]c2ccccc2c1=O (stereo not given) | i | -12 |
| Cc1c(C(=O)O)sc2nc(/C=C/c3cccc(F)c3)[nH]c(=O)c12 | ? | . |

Carrying on.
SMILES	Lipid storage S3	Lipid storage S3 cell count max
Cc1ccc(-n2c(SCC(=O)N(C)C)nnc2-c2ccco2)cc1	?	.
COc1ccc(Sc2nnc(Cc3ccccc3)c3ccccc23)cc1	i	15
CCOc1ccc(N(C(=O)c2snc(C(N)=O)c2N)C(C)C(=O)NC2CCCCC2)cc1 (stereo not given)	?	.
Cc1c(NC(=O)COC(=O)/C=C/c2ccccc2Br)c(=O)n(-c2ccccc2)n1C	?	.
CC(=O)Nc1ccc(NC(=O)/C=C/c2cccc(C(F)(F)F)c2)cc1	-7%	-5
Cc1cc(C)cc(NC(=O)c2cccc(N3C(=O)C4C5C=CC(C5)C4C3=O)c2)c1 (stereo not given)	?	.
Cc1ccc(Nc2nc3c(c(=O)[nH]c(=O)n3C)n2Cc2ccc(F)cc2)cc1	?	.
O=S(=O)(c1ccc(SCCOc2ccc(Br)cc2)nc1)N1CCCC1	?	.
C=CCn1c(COc2ccc(F)cc2)nnc1SC(C)C(=O)NCC1CCCO1 (stereo not given)	?	.
CC(C)Cc1nnc(NC(=O)c2cc(-c3ccncc3)nc3ccccc23)s1	11%	16
CNS(=O)(=O)c1ccc(NCC2COc3ccccc3O2)c([N+](=O)[O-])c1 (stereo not given)	?	.
COc1cccc(CN(C)C(=O)[C@@H](NC(=O)c2ccc(C)cc2)C(C)C)c1	7%	15
CC1CCN(CC[C@H]2CCCN2S(=O)(=O)c2cccc(O)c2)CC1	-1%	-3
COc1ccc(OC)c(S(=O)(=O)n2nc(C)cc2C)c1	?	.
O=C(N/N=C/c1c(Cl)cccc1Cl)c1ccc(F)cc1	8%	3
CC(=O)NS(=O)(=O)c1ccc(NC(=O)C2c3ccccc3Oc3ccccc32)cc1	9%	10
CCN(CC)CCN(C(=O)c1ccc2c(c1)OCCO2)c1nc2cc3c(cc2s1)OCO3	?	.
O=C(NN=C1CCCC1)c1ccn[nH]1	5%	5
O=C(CCCn1cnc2ccccc2c1=O)Nc1ccccc1F	4%	10
COc1cc(OC)cc(C(=O)NNc2nc3cc4c(cc3s2)OCO4)c1	?	.
CCOC(=O)CC(=O)CSc1nnc2c(n1)[nH]c1ccccc12	-21%	-1
Cc1nc(CNS(=O)(=O)c2cc(F)ccc2F)cs1	5%	2
Cc1nc2[nH]c(=O)c3c(n2n1)NC1=C(C(=O)CC(C)(C)C1)C3c1ccccc1 (stereo not given)	?	.
Cn1c(SCC(=O)c2c(N)n(C)c(=O)n(C)c2=O)nnc1-c1ccc(F)cc1	?	.
COc1ccc(C(=O)n2c(-c3ccco3)nc3ccccc32)cc1	?	.
COc1ccc(C(=O)Nc2ccnn2C2CCN(CC3CC=CCC3)CC2)cc1 (stereo not given)	?	.
CCOc1cc(CN2CCN(c3ncccn3)CC2)ccc1OC	11%	23
O=C(O)CC(SCc1ccc(C(=O)O)o1)C(=O)O (stereo not given)	-1%	-16
CCN1C(=O)/C(=C2/Sc3ccccc3N2CC)SC1=S	?	.
CCn1c(NC(=O)c2ccccc2)nc2ccccc21	-5%	17
COc1cccc(NC(=O)CSc2ccccn2)c1	?	.
O=C(O)c1cn(Cc2ccccc2)c2ccccc2c1=O	?	.
CC1=NN(C(=O)CSCc2ccccc2)C(O)(c2ccc(F)cc2)C1 (stereo not given)	?	.
Fc1ccc(F)c(NC(=S)NCCc2ccccc2)c1	7%	22
COc1cccc(CNC(=O)c2nnn(CC(=O)Nc3cccc(C)c3)c2N)c1	-29%	23
CCc1cc2c(=O)c(-c3nc(C)cs3)c(CCCC(=O)O)oc2cc1O	?	.
O=C(/C=C/c1cccnc1)c1cc(F)ccc1O	9%	-5
CC(C)(C)NCC(O)(c1ccc(Cl)cc1)c1ccc(Cl)cc1	?	.
CC(C)c1ccc(C(C(=O)NC2CCCCC2)N(C(=O)c2ccccn2)c2cccnc2)cc1 (stereo not given)	?	.
CCc1c(C)sc(NC(=S)N2CCN(S(C)(=O)=O)CC2)c1C(=O)OC	-23%	-11
CCn1cc(C(=O)NCc2ccc3c(c2)OCO3)c(=O)c2cc(S(=O)(=O)N3CCOCC3)ccc21	?	.
CCOc1cc(C2NC(=O)N(C)C(C)=C2C(=O)OC)cc(Br)c1O (stereo not given)	?	.
COc1ccc(/C=C2\SC(=O)N(CCn3cnnn3)C2=O)cc1	i	.
O=C(Nc1nnc(-c2ccc(Cl)s2)o1)C1CC1	-1%	2
Cc1cc(Cl)ccc1NC(=S)NCc1ccccc1Cl	?	.
Cc1ccc(N(CCC(=O)O)S(=O)(=O)c2ccccc2)cc1	?	.
COC(=O)c1cccc(NC(=O)c2ccco2)c1	7%	8
O=C(CNC(=O)c1ccc2c(=O)n3c(nc2c1)CCC3)Nc1ccc(F)c(F)c1	23%	.
O=C(Nc1nc(-c2ccccc2)cs1)C1CCCCN1S(=O)(=O)c1ccc(Cl)cc1 (stereo not given)	?	.
CCc1ccccc1Nc1cc(C(=O)NCc2ccccn2)c2ccccc2n1	?	.
O=S(=O)(Nc1ccc(F)cc1)c1cccc2nsnc12	i	-8
O=C(CN1C(=O)C(=O)c2ccccc21)c1ccc(Cl)cc1	?	.
Cc1cc(NC(=O)c2ccco2)c(=O)n(Cc2cccc(C(F)(F)F)c2)c1	-4%	8
COc1ccc(NC(=O)c2ccc(Br)o2)cc1	26%	15
CCCc1cc(=O)oc2c(CN3CCOCC3)c(O)ccc12	7%	.
CCOC(=O)c1[nH]c(C)c(C(=O)Nc2cc(OC)ccc2OC)c1C	?	.
Cc1ccc(C(=O)NNC(=O)CSc2n[nH]c(-c3cccnc3)n2)cc1	?	.
CCCCNC(=O)N1CCC(CCC(=O)N(C)Cc2ccccc2)CC1	-10%	16
Cc1ccccc1N1C(=O)CN(Cc2sccc2C)C1=S	9%	9
Cc1ccc2c(CC(=O)NCC(C)(C)N3CCOCC3)coc2c1	0%	15

Remaining list, next part.
SMILES	Lipid storage S3	Lipid storage S3 cell count max
CCCn1c(Nc2ccccc2C)nc2ccccc21	-2%	-26
COc1ccc2[nH]c(C(=O)O)c(NS(=O)(=O)c3ccc(C)cc3C)c2c1	?	.
CCCc1ccc(Oc2c(-c3ccc(O)c(C)c3O)n[nH]c2C)cc1	?	.
CCCOc1ccc(OCCN2CCCC(C)C2)cc1 (stereo not given)	2%	-6
CCCCC(=O)Nc1ccc(NC(=S)NC(=O)c2ccco2)cc1OC	6%	16
CCc1ccccc1NC(=O)NC(C)c1ccc2c(c1)OCO2 (stereo not given)	?	.
CCCCn1c(N)c(N(CCC(C)C)C(=O)C2CC(=O)N(c3cccc(SC)c3)C2)c(=O)[nH]c1=O (stereo not given)	i	.
Cc1onc(-c2ccccc2)c1C(=O)NNC(=S)NC(=O)c1ccc(Cl)cc1Cl	?	.
Nc1ccccc1C(=O)N1CCc2ccccc21	?	.
Cc1cccc(NC(=S)N2CCN(S(=O)(=O)c3ccccc3)CC2)c1	?	.
O=C(COC(=O)c1ccccc1[N+](=O)[O-])c1ccc2c(c1)OCO2	i[0.0737 µM]	14
CC(C)(C)c1ccc(OC(=O)c2ccc3snnc3c2)cc1	?	.
COCCNCc1ccccc1[N+](=O)[O-]	?	.
Cc1cc(S(=O)(=O)Nc2c(C)ccc3nsnc23)ccc1F	i	.
Cc1cc(Cl)ccc1OCC(=O)NCCOC(=O)Nc1sc(=S)n(C)c1C	0%	-2
Cc1oc(C(C)(C)C)cc1-c1cc(NC(=O)c2ccc([N+](=O)[O-])cc2)n[nH]1	1%	-3
Cc1ccc(-n2c(=O)c3sccc3n(CC(=O)NC3CCCCC3)c2=O)cc1	2%	.
CN(Cc1cccnc1)C(=O)c1ccc(Cl)c(NS(=O)(=O)c2ccc(F)cc2)c1	?	.
Cc1ccc(C(=O)N[C@@H](C)CN2C3=NC[C@H](C)N3C[C@H]2Cc2ccc(O)cc2)cc1Br	15%	8
O=C1C(=O)c2ccccc2C([O-])=C1[n+]1ccccc1	-4%	19
CS(=O)(=O)N1CCN(c2ccc(NC(=O)C(c3ccccc3)c3ccccc3)cc2)CC1	?	.
O=C(Nc1ccccc1-c1nnc(SCc2ccccc2Cl)o1)c1ccccc1	?	.
Cc1c(NC(=O)c2cc(-c3ccc(O)cc3)on2)c(=O)n(-c2ccccc2)n1C	?	.
COc1ccc(CNC(=O)C2CSCCS2)cc1 (stereo not given)	?	.
Cc1cccc(OCC(=O)NNC(=O)CCc2ccccc2)c1	?	.
COc1ccc(OC)c(S(=O)(=O)Nc2cccc(-c3ccc(N4CCCCCC4)nn3)c2)c1	?	.
C=CCn1c(SCC(=O)N2CCN(C(=O)c3ccco3)CC2)nc2sc(CC)cc2c1=O	?	.
Nc1nc(CN2CCN(Cc3ccc4c(c3)OCO4)CC2)nc(Nc2ccccc2)n1	?	.
O=C(NC(=S)NCCCN1CCOCC1)c1ccc(Br)cc1	?	.
O=C(CN1CCN(Cc2ccccc2)CC1)Nc1ccc(Cl)cc1	17%	0
CNc1ccncc1S(=O)(=O)NC	?	.
CC1CCCC/C1=N\NC(=S)Nc1ccccc1 (stereo not given)	?	.
O=C(COC(=O)c1ccc(-n2cnnn2)cc1)c1ccc(Br)cc1	?	.
